Source: PubChem
Sm TGR inh: blocks Schistosoma mansoni thioredoxin glutathione reductase; Q962Y6; purified TGR, DTNB reduction, TNB absorbance 405 nm; Potency, µM (doses to about 114 µM), without a hit: at the highest dose activity change, negative = inhibition, actives largely listed as inhibitors; actives 3% (n = 360,000); AID 485364; note: potency is the fitted concentration of half-maximal effect; nearly all actives have a fitted effect of over 60% in size
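TGR 20 nM + NADPH 100 uM (dispensed conc.), cpd preinc 15 min RT; start with NADPH (500 uM addition) then DTNB (15 mM addition). Kinetic TNB absorbance, 405 nm filter. Four-parameter Hill fit across titration.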
Giardia FBPA inh: Giardia lamblia aldolase inhibition. actives 0.71% (n = 290,000). Potency, µM (doses to about 59.6 µM), without a hit: top-dose activity, negative = inhibition, usual class: inhibitors. purified Giardia FBPA. A8B2U2; note: potency is the fitted concentration of half-maximal effect; nearly all actives have a fitted effect of over 55% in size
Target sequence (A8B2U2 whole entry, looked up): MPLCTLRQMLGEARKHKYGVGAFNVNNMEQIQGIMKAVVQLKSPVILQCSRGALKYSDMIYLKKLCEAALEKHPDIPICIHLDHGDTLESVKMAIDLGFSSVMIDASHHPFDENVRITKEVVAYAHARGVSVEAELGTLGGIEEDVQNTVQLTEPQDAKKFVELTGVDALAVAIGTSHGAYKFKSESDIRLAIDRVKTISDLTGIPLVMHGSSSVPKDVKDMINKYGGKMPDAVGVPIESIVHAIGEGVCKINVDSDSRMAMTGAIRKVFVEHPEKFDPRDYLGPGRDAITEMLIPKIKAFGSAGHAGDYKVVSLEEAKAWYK
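40 nM FBPA preincubated 10 min at RT with compound (up to 57.5 uM final), then substrate plus GAPDH/TPI/NAD/arsenate coupling and diaphorase/resazurin added. Fluorescence read after 20 min at RT, 525/598 nm.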
HCMV inh: blocks human cytomegalovirus replication; activity change, negative = inhibition, % at 57.5 µM; HFF cells, HCMV-luciferase reporter, 72 h; stronger effect = lower value; actives 4.5% (n = 410,000); AID 1259415; in the data active = activity change below about -60%; inconclusive = no clear call, values can overlap the other calls; inactive = above about -39%
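HFF cells seeded 16 h at 37C, treated with compounds, infected with luciferase-reporter HCMV at MOI 1 PFU/cell; luciferase read at 72 h post infection, normalized to buffer-only and Salinomycin controls.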
AmpC inh detg: inhibitors of E. coli AmpC beta-lactamase with detergent; P00811; AmpC hydrolysis of nitrocefin, absorbance 480 nm, 0.01% Triton; Potency, µM (highest dose often 114 µM), for inactives: at the top dose activity change, negative = inhibition, hits mostly inhibitors; actives 0.041% (n = 370,000);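 note: potency is the fitted concentration of half-maximal effect; 0% = no-compound wells and -100% = no-enzyme wells; nearly all actives have a fitted effect of over 25% in size; some results filed as inactive show a strong effect at the top dose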
Target sequence (P00811 whole entry, looked up): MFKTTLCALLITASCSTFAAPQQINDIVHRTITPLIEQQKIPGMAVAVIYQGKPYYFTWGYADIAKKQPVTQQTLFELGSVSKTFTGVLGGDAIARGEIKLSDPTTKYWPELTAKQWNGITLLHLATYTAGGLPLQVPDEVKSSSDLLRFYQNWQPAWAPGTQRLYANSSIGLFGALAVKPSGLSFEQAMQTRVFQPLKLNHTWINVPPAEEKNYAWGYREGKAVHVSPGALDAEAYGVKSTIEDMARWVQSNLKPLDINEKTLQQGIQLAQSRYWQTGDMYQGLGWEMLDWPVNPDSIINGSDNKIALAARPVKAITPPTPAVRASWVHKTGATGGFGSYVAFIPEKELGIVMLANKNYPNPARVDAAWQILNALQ
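AmpC (5.3 nM in the dispensed reagent) in 20 mM phosphate pH 7.0 with 0.01% (detergent screen) or 0.0001% Triton X-100 was preincubated with compounds for 15 min at room temperature. Nitrocefin was then added from an 800 uM solution, and hydrolysis was followed at 480 nm.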
AMA1-RON2 inh: disrupts binding of P. falciparum AMA1 to RON2; AlphaScreen AMA1-biotinylated RON2 peptide binding; actives 0.2% (n = 360,000); Potency, µM (titrated, usually from 58.2 µM), inactives show at the highest dose activity change, negative = inhibition, actives largely listed as inhibitors;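 note: potency is the fitted concentration of half-maximal effect; 0% = vehicle wells and -100% = peptide control; nearly all actives have a fitted effect of over 45% in size; some results filed as inactive show a strong effect at the top dose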
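AMA1 (3D7) with his tag at 25 nM final met compounds first, then biotinylated RON2 peptide at 25 nM; detection used donor plus acceptor beads, 10 µg/mL apiece, read by AlphaScreen after 30 min at room temperature.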
HCV inh: inhibitors of hepatitis C virus infection. Huh7.5.1 HCVcc-Cre infection, luciferase reporter, 44 h. Potency, µM (series often up to 41.8 µM), without a hit: at the highest dose activity change, negative = inhibition, usual class: inhibitors. actives 3.4% (n = 340,000); note: potency is the fitted concentration of half-maximal effect
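Whole-lifecycle infectious HCVcc-Cre system; cells 1,000/well, compound then virus (~0.5 moi) added 4 h after plating, 44 h culture. Luciferase read 15 sec following 15 min substrate incubation, room temp.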
Active calls of the source: *; ? = inconclusive; . = no result given; & = joins results of further samples; [ ] = another dose, or the depositor's remark. Unless noted, calls come from the whole dose curve; as a rule, active = well fitted curve in the direction sought with a large enough effect; inconclusive = small, poorly fitted or top-dose-only effect, or another doubt; inactive = no such curve, though single readings can be large; an effect the other way counts as inactive or inconclusive. Unless noted, % is set by controls: 0 for no effect and ±100 for the full control effect.

SMILES	Sm TGR inh	Giardia FBPA inh	HCMV inh	AmpC inh detg	AMA1-RON2 inh	HCV inh
C=CCSc1nnc2c(n1)OC=Nc1ccccc1-2	?	-16%	12	?	0%	15%
Cc1ccc(C)c(S(=O)(=O)N2CCCOC2CNC(=O)C(=O)NCc2ccccc2)c1 (configuration not stated)	0%	.	-28	7%	3%	14%
O=C(/C=C/c1ccc(O)cc1)c1c(O)cc(O)cc1O	2%	1%&-8%	18	5%	-7%	11%
O=[n+]1c2c(n([O-])c3cc(F)c(N4CCCC4)cc31)CCC2	.	.	-2	.	-22%	6%
N#C/C(=C\c1ccc(F)c(Br)c1)C(=O)NC1CC1	5%	.	4	6%	-3%	4%
COc1ccc(/C=C(/NC(=O)c2ccco2)C(=O)N2CCc3ccccc32)cc1OC	25%	-4%	56	-1%	-3%	5%
CCOC(=O)C(C)Sc1nc(N2CCOCC2)c2c(c1C#N)CC(C)(C)OC2 (configuration not stated)	.	.	-22	.	5%	-21%
COc1cc(NS(=O)(=O)c2c(C)oc3c(F)c(F)c(F)c(F)c23)cc(OC)c1OC	0%	.	3	-3%	-14%	-21%
N#CCCN(C(=O)CN1c2cccc3cccc(c23)S1(=O)=O)c1ccccc1	.	.	-12	.	0%	2%
COc1ccc(C2CC(c3ccccc3)=NN2C(=O)COC(=O)/C=C/c2ccc(O)c(OC)c2)cc1 (configuration not stated)	-8%	-9%	3	-4%	-5%	?
O=C(Nc1cc(Cl)ccc1Cl)c1cc(-c2ccco2)on1	-13%	5%	-19	-9%	-12%	5%
O=C(NNS(=O)(=O)c1ccccc1)c1cccc([N+](=O)[O-])c1	-15%	-15%	-4	-13%	1%	11%
CCN1CCCC1CNC(=O)Cn1cnc2ccc(S(=O)(=O)N3CCC(C)CC3)cc2c1=O (configuration not stated)	-9%	-10%	-17	0%	6%	-20%&12%
S=C(NCc1ccccn1)Nc1cccc(Cl)c1	-21%	-14%	35	-3%	12%	-6%
CC1(C)CCC[C@]2(C)[C@H]3Cc4cc(O)ccc4O[C@]3(C)CC[C@@H]12	.	.	-88*	.	-18%	?
Cc1nn(-c2ccc(F)cc2)c(C)c1/C=C/C(=O)N1CCNC(=O)C1	9%	1%	38	3%	0%	5%
Cc1ccn2c(C(=O)CSc3ccccc3Cl)c(C)nc2c1	-5%	0%	-21	2%	-1%	-22%
CC(=O)Nc1ccc(-n2c(C)nc(=O)c(-c3ccccc3)c2C)cc1	-17%	4%	0	-3%	-7%	0%
O=C(NC(=S)Nc1ccc(N2CCOCC2)cc1)c1ccco1	40µM*	?	33	?	-9%	18%
COc1ccc(OC)c(NC(=O)CCNS(=O)(=O)c2cccs2)c1	1%	0%	-8	6%	0%	3%
COc1ccc(/C(C)=N/NC(=O)c2ccc(CSc3nncn3C)cc2)cc1	4%	-1%	2	0%	11%	16%
O=C(CCCNS(=O)(=O)c1cccc2nsnc12)N1CCCCC1	7%	2%	-12	-10%	0%	4%
Cc1ccc(O)c(CNc2nc3ccccc3n2C(C)C)c1	-22%	13%	-17	?	-4%	?
CCN1C[C@@H]2[C@@H]3C(=O)N(C)C(=O)[C@@H]3[C@](Cc3ccccc3)(C1=O)N2C(=O)c1ccc(Cl)cc1	.	.	-13	.	-1%	15%
CCCCn1nc(NC(=O)CC(C)C)c2cc3cc(OC)ccc3nc21	-16%	5%	-26	1%	-3%	?
NC(=O)[C@@H]1CCCNc2c(I)cc([N+](=O)[O-])cc2C(=O)N[C@@H](CCCN=C(N)N)C(=O)N[C@@H](CCCN=C(N)N)C(=O)N1	-17%	0%	.	?	.	3%[8.37 µM]
Cc1ccc(NC(=O)Cn2ccn(Cc3ccc(Cl)cc3)c(=O)c2=O)cc1C	3%	.	-12	7%	.	.
C/C(=N\Nc1nncc2ccccc12)c1ccc(C(C)(C)C)cc1	11%	3%	.	5%	13%	2.5µM*
O=C(CSc1nnc(-c2ccccn2)n1Cc1ccco1)c1ccc(Cl)cc1	20µM*	1%	17	-13%	13%	-27%
CCN1C(=O)/C(=C2\SC(=S)N(CCCOC)C2=O)c2ccccc21	3%	1%	-6	0%	-15%	2%
Cc1ccc2nc(SCC(=O)Nc3ccc4[nH]c(=O)[nH]c4c3)[nH]c2c1	7%	.	2	6%	15%	0%[8.37 µM]
COc1ccc(C(=O)c2ccccc2CN2C(=O)c3ccccc3C2=O)cc1	.	.	2	.	1%	20%
Cc1ccccc1-c1nc(Cc2ccccc2)no1	5%	10%	-25	1%	106%[activator]	21%
COc1ccc(-n2c(O)c(C=Nc3c(C)n(C)n(-c4ccccc4)c3=O)c(=O)[nH]c2=O)cc1	-21%	6%	-8	0%	-1%	-2%
Cc1ccc(OC(C)C(=O)Nc2cc(C)on2)cc1 (configuration not stated)	-29%	.	13	-8%	-3%	16%
Nc1nonc1NN=C1CCCCC1	-5%	-10%	14	4%	-9%	27%
CCOC(=O)C(CC)(CC)/C(C)=N/NC(=O)CC#N	-12%	-2%	18	0%	8%	25%
CCC(Oc1ccc(F)cc1)C(=O)Nc1nc2c(s1)CCCC2 (configuration not stated)	7%	.	-11	25%	.	.
COc1ccc(NC(=O)C(CC(C)C)NC(=O)C2CCCCC2)c(OC)c1 (configuration not stated)	-10%&-11%	4%	?	-4%&6%	1%	-6%
O=C(c1ccccc1)C1CCN(c2ncccc2[N+](=O)[O-])CC1	1%	3%	-37	-12%	?	14%
O=C(N/N=C/c1cc([N+](=O)[O-])ccc1O)c1ccncc1	-3%	14%	37	-5%	-25%	-12%
CC(C)OC(=O)C[N+](C)(C)CCN1C(=O)C2C(c3ccccc3)C=CC(c3ccccc3)C2C1=O (configuration not stated)	2%	3%	-27	0%	0%	1%
Cc1cc(OCC(=O)N2CCC(C(=O)O)(c3ccccc3)CC2)c2c(C)cc(=O)oc2c1	6%	20%	17	-15%	0%	37%
CCCCC(=O)Nc1ccc(C(=O)N(CC)c2ccccc2C)cc1	-10%	-2%	?	-5%	-7%	11%
CC1=CC(C)(C)N(C)C(=O)N1c1ccc(Cl)cc1	3%	1%	-8	?	25%	-5%
O=C1CCc2cc(S(=O)(=O)N3CCCC3C(=O)NC3CCCCCCC3)ccc2N1 (configuration not stated)	-24%	6%	-10	?	-2%	-17%
Nc1[nH]n(-c2ccccc2)c(=O)c1N=Nc1ccc2c(c1)OCCO2	10%	-18%	-8	-5%	-20%	4%
O=C(O)CSC(C(=O)Nc1ccc(C(F)(F)F)cc1)c1ccccc1 (configuration not stated)	0%	14%	2	2%	5%	8%
COc1ccc(OC)c(NC(=O)COC(=O)CC2CCCCC2)c1	.	.	-2	.	-4%	10%
Cc1ccc(Nc2nc(N)c3ccccc3n2)cc1C	113%[activator]	?	201	-5%	-7%	?
O=C1CCCN1CCCN1C(=O)N[C@@H](Cc2ccccc2)C1=O	5%	-12%	14	-6%	-11%	21%
CCN(C(=O)COC(=O)Cn1cnc2c1c(=O)n(C)c(=O)n2C)C1CCS(=O)(=O)C1 (configuration not stated)	-9%	.	15	-10%	12%	8%
CON/C=C(\C=Nc1ccccc1)c1ncc(C(F)(F)F)cc1Cl	3%	1%	-4	-8%	-24%	17%
CCOC(=O)C(=O)Nc1ccccc1C(=O)Nc1ccc(OC)cc1	7%	-8%	26	9%	7%	0%
COc1ccc(C(=O)C2CCCN(S(=O)(=O)N(C)C)C2)c(C)c1 (configuration not stated)	22%	8%	-23	-1%	7%	-4%
CCCS(=O)(=O)Nc1cccc(-c2cn3ccsc3n2)c1	22%	.	0	11%	.	.
O=C(O)c1cccc(-c2ccc(/C=C3/SC(=Nc4ccccc4)N(Cc4cccnc4)C3=O)o2)c1	-32%	12%	88	-1%	11%	5%
CNc1c([N+](=O)[O-])cnn1-c1ccc(Cl)cc1	5%	2%	-32	1%	-4%	7%
O=C1CCCC/C1=C/Nc1ccc(S(=O)(=O)Nc2ncccn2)cc1	?	?	42	3%	0%	-2%
COc1cccc(-n2nnnc2SCC(=O)NCCc2ccccc2)c1	1%	-1%	-16	?	-1%	-14%

Single records, as listed above:
CCOC(=O)C(=O)Nc1ccccc1C(=O)Nc1ccc(OC)cc1 is listed with Sm TGR inh = 7%; Giardia FBPA inh = -8%; HCMV inh = 26; AmpC inh detg = 9%; AMA1-RON2 inh = 7%; HCV inh = 0%
Cc1ccc(Nc2nc(N)c3ccccc3n2)cc1C is listed with Sm TGR inh = 113%[activator]; Giardia FBPA inh = ?; HCMV inh = 201; AmpC inh detg = -5%; AMA1-RON2 inh = -7%; HCV inh = ?

The listing picks up, starting 4 compounds before the break.
SMILES	Sm TGR inh	Giardia FBPA inh	HCMV inh	AmpC inh detg	AMA1-RON2 inh	HCV inh
O=C(O)c1cccc(-c2ccc(/C=C3/SC(=Nc4ccccc4)N(Cc4cccnc4)C3=O)o2)c1	-32%	12%	88	-1%	11%	5%
CNc1c([N+](=O)[O-])cnn1-c1ccc(Cl)cc1	5%	2%	-32	1%	-4%	7%
O=C1CCCC/C1=C/Nc1ccc(S(=O)(=O)Nc2ncccn2)cc1	?	?	42	3%	0%	-2%
COc1cccc(-n2nnnc2SCC(=O)NCCc2ccccc2)c1	1%	-1%	-16	?	-1%	-14%
CSc1ccccc1OCc1cc(C(=O)N2CCc3c(Cl)cccc3C2)no1	-25%	5%	?	5%	-3%	13µM*
O=C(c1cc(S(=O)(=O)Nc2ccccc2F)c(Cl)cc1Cl)N1CCN(CCO)CC1	-2%	5%	?	2%	0%	20%
CCN(CC)c1ccc([N+](=O)[O-])cc1C(=O)N1CCOCC1	.	4%	?	7%	7%	4%
COc1ccc(N(C(=O)c2cccnc2)S(=O)(=O)c2cccc([N+](=O)[O-])c2)cc1	?	2%	?	3%	-5%	-7%
Cc1nc2nc[nH]c2cc1Br	6%	3%	-1	7%	9%	9%
Cc1ccc(NC(=O)c2ncn(CCCN3CCN(c4ccccn4)CC3)n2)cc1C	.	.	-18	.	0%	-9%[8.37 µM]
COc1ccc(-c2csc(NCc3ccco3)n2)cc1C	-20%	-4%	.	-2%	-28%	-20%
COc1ccc(OC)c(NC(=O)NCc2ccc(F)cc2)c1	12%	-19%	-20	0%	7%	?
O=C(c1ccc(F)cc1)n1cc(C(=S)N2CCOCC2)c2ccccc21	.	-7%	-10	-8%	-17%	-1%
O=C(Cn1cnc2ccccc2c1=O)NCc1ccc2c(c1)OCO2	8%	2%	2	4%	-5%	11%
O=C(Nc1cccc(S(=O)(=O)N2CCOCC2)c1)C1CCCCN1S(=O)(=O)c1ccccc1 (configuration not stated)	-7%	.	-29	-13%	-19%	-7%
COc1ccc(CCN2CC(C(=O)N3CCSCC3)CCC2=O)cc1 (configuration not stated)	-1%	6%	-23	?	-9%	21%
CC(CC(F)(F)F)N1CCC(n2nccc2NC(=O)CCOc2ccccc2)CC1 (configuration not stated)	-18%	.	?	3%	-10%	-2%
CC1CCCCN1C(=O)c1ccc(COc2ccc([N+](=O)[O-])cc2)o1 (configuration not stated)	-18%	0%	12	?	18%	23%
